# Diaph act CS – compounds boosting diaphorase resazurin reduction – biochemical, uHTS, resorufin fluorescence, counter-screen for diaphorase-coupled primary assays, primary screen | AID 1229, 2008 | Diaphorase/resazurin coupled assay, 16 min; hits give high values; 1 = vehicle wells, 0 = NADH-free wells | actives 0.005% (n = 190,000) | activation factor at 20 µM;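 active = diaphorase activity raised at least twofold by the compound at 20 µM; inactive = activation factor below 2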
#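 Material: purified diaphorase enzyme from Clostridium kluyveri; Also added: 0.114 mM NADH and 0.1 mM resazurin, final amounts; Doses: single compound dose of 20 µM, 1% DMSO final; Times: 16 min enzyme reaction, ambient temperature; Detection: resorufin fluorescence, excitation 544 nm, emission 590 nm; Measure: increased resorufin signal from activators or reducing compounds.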
# STAT1 act – STAT1 signaling activators, primary screen, cell-based, HTS, luciferase reporter; NIH 3T3 STAT1-luciferase reporter, IFN-gamma, luminescence; 100% = IFN-gamma alone, no compound; activation (% of control), % at 5.5 µM; actives 2.6% (n = 200,000);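 active = activation above the screen-wide mean activation plus 3 SD, cut at about 130% in these data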;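 also: raw ratio to IFN-gamma control signal so 100% means no change and 0% no light; values of inactives mirror those of a sister screen read the other way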
# G6PDH CS – L. mesenteroides G6PDH inhibitors, counter-screen for G6PDH-coupled screening assays, biochemical, Leuconostoc mesenteroides enzyme. glucose-6-phosphate dehydrogenase [Leuconostoc mesenteroides]. Purified L. mesenteroides G6PDH, diaphorase/resazurin coupled fluorescence, 45 min. inhibition, % at 5 µM. actives 0.12% (n = 200,000); in the data active = inhibition above about 50%
# APP 5'UTR act – activators of APP 5'UTR luciferase reporter, primary screen, SH-SY5Y cells | SH-SY5Y APP 5'UTR luciferase reporter, luminescence; zero percent = DMSO vehicle wells | activation, % at 2 µM | actives 1% (n = 190,000) | AID 1276, 2008;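 active = activation above a set limit, based on mean plus 3 SD of controls, cut at about 140% in these data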; also: values of inactives mirror those of a sister screen read the other way
# Diaphorase inh – diaphorase inhibitors and chemical oxidizers, primary screen, counter-screen for diaphorase-coupled primary assays, biochemical, uHTS, resorufin fluorescence | diaphorase resazurin-to-resorufin fluorescence, NADH, 16 min; bacterial (C. kluyveri) enzyme, not human | inhibition, % at 20 µM | actives 0.69% (n = 190,000);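 active = primary screen inhibition at 20 µM above a set limit, cut at about 50% in these data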;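 also: plate controls were DMSO with full reaction for no effect and wells lacking NADH for full effect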
#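 controls = No-NADH positive control and DMSO neutral control | system = Clostridium kluyveri diaphorase enzyme | timing = reaction incubation of 16 min at room temperature | signal = resorufin fluorescence 544/590 nm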
# NF-kB neuron act – activators of NF-kB expression in neurons, primary screen, cell-based, HTS; human neuronal cells, NF-kB reporter expression; hits give high values; fold change at 12.5 µM; actives 1.6% (n = 190,000); in the data active = fold change above about 3.3
# TLR4-MyD88 BLA – inhibitors of TLR4-MyD88 association in cells, primary screen, cell-based, HeLa CL3-4, BLA complementation, FRET ratio. actives 0.18% (n = 200,000). Toll-like receptor 4 (Homo sapiens) + Myeloid differentiation primary response protein …. inhibition, % at 8.4 µM. HeLa CL3-4 TLR4/MyD88 BLA complementation; in the data active = inhibition above about 25%;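 also: 0% = vehicle and 100% = reference inhibitor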
# FLuc inh counter – firefly luciferase enzyme inhibitors, primary screen, artefact control for luciferase-based inhibitor screens, biochemical, luminescence, ATPLite; Luciferin 4-monooxygenase (Photinus pyralis), P08659; AID 1006, 2008; 10 min; actives 1.5% (n = 200,000); inhibition, % at 10 µM;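 active = inhibition above about 50% when tested at 10 µM, limit read from the data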
# Target sequence (P08659 whole entry, looked up): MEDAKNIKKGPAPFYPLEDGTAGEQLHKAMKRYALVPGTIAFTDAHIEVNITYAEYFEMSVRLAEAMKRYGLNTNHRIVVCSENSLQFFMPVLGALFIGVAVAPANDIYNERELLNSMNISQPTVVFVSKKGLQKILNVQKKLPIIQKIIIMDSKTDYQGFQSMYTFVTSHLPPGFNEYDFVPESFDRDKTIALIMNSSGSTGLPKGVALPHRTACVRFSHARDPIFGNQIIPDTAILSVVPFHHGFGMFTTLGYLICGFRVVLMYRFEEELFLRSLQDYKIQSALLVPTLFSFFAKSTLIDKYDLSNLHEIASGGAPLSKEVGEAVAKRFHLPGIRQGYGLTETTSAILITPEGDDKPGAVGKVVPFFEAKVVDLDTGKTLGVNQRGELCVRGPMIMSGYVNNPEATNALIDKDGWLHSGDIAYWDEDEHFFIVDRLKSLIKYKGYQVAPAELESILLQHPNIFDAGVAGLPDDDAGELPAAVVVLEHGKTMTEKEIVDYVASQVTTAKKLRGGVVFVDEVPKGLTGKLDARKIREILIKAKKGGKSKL
# APP 5UTR inh – inhibitors of APP translation via 5'UTR reporter, primary screen, APP 5'UTR luciferase, SH-SY5Y cells; actives 0.82% (n = 190,000); inhibition, % at 2 µM; AID 1285, 2008; SH-SY5Y APP 5'UTR-luciferase reporter, luminescence;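 active = inhibition above a set limit, derived from the sample mean plus 3 SD, cut at about 45% in these data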; also: values of inactives mirror those of a sister screen read the other way
# FLuc act counter – FLuc activators, initial screening, artefact control for FLuc-dependent activation tests, biochemical, ATPlite luminescence. ATPlite luciferase biochemical, 10 min; 0 = ATP-free wells, 1 = DMSO control. Luciferin 4-monooxygenase (Photinus pyralis), P08659. 200,000 tested, under 10 active. activation factor at 10 µM. AID 1027, 2008;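 active = luciferase activation factor, scaled between plate controls, of at least 2 with compound at 10 µM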
#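 test system = cell-free luciferase reagent | medium = PBS as buffer for the ATP substrate | dosing = test compounds dosed from 2 mM stocks in 100% DMSO | incubation = 10 min at ambient temperature | detection = luminescence measurement of luciferase light output | benchmarks = low control with PBS replacing ATP, high control enzyme plus ATP without compound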
# Starred values were filed as active, the others as inactive; x = not tested or not shown. An unsorted share of the library. About 5.6% of those tested had a hit in this group.
smiles,FLuc inh counter,STAT1 act,Diaph act CS,G6PDH CS,APP 5'UTR act,FLuc act counter,APP 5UTR inh,NF-kB neuron act,Diaphorase inh,TLR4-MyD88 BLA
CC1CC(=O)c2cnc(Nc3ccccc3)nc2C1 (centres undefined),47,118,0.8,9,30,0.5,-30,2.7,20,8
CC(C)Nc1nc(NC(C)C)nc(Nn2cnnc2)n1,-5,110,0.9,9,6,1,-6,1,7,5
COCCCNC(=O)c1cc(OC)c(OC)c(OC)c1,-10,101,1,16,-4,1.1,4,1.1,-3,1
CCOC(=O)C1CCCN(c2ccc(NC(=O)c3snc4c(=O)[nH]cnc34)cc2)C1 (centres undefined),5,102,1.1,1,-5,0.9,6,0.9,-6,6
O=C(Nc1ccccn1)c1cc(-n2cnnc2)ccc1Cl,-9,105,0.9,6,-4,1.1,4,1.4,6,5
COc1ccc(-c2csc3nc(C)nc(N4CCCCC4)c23)cc1OC,-2,95,0.8,-1,-1,1,1,1.2,15,10
CCOC(=O)c1c(NC(=O)Cn2nnc(-c3ccc(Cl)cc3)n2)sc(C)c1C,-5,95,0.8,3,-14,1.1,14,1.9,18,4
CN(C(=O)c1ccncc1)c1nnc(-c2cnccn2)s1,-1,103,1,0,8,1,-8,1.1,0,6
CCOC(=O)N1CCC2(CC1)C(C#N)=C(N)OC1=C2C(=O)CC(C)C1 (centres undefined),-5,97,1,3,-7,1.1,7,1.2,4,1
CCOC(=O)c1c(NC(=O)CSc2nnnn2C)sc(C(=O)N(C)C)c1C,-2,93,0.8,2,14,1,-14,1,23,-9
Cc1ccc(NC(=O)CSc2nc3ccccc3c3nc4ccccc4n23)cc1,-5,107,1,0,-51,1.1,51*,1.4,-1,2
CC(NS(C)(=O)=O)C(c1cccs1)N1CCN(c2ccc(F)cc2)CC1 (centres undefined),-6,96,0.8,17,-8,1.1,8,0.92,16,-2
COc1ccc(N(C(C)C(=O)Nc2cccnc2)S(C)(=O)=O)cc1 (centres undefined),-11,130*,0.8,12,-5,1.1,5,1,15,2
Cc1cc(C)cc(Nc2ncc3c(n2)CCCC3=O)c1,16,154*,0.9,5,163*,0.8,-163,2.9,6,-4
Cc1cc(C(=O)COC(=O)c2ccc(O)cc2)c(C)n1-c1ccccc1F,42,126,0.7,-1,185*,0.6,-185,1.3,31,-10
CC(C)C(=O)Nc1ccc(Cc2ccc(NC(=O)C(C)C)c(O)c2)cc1O,-7,101,0.9,0,-18,1.1,18,0.97,11,2
CC(C)N(C(=O)CSc1nnc(CNc2ccc(F)cc2)o1)C(C)C,-1,93,0.8,10,1,1,-1,0.95,16,5
O=C(Nc1cccnc1)c1cc(-c2ccco2)on1,27,98,0.9,6,11,0.7,-11,1.7,6,-5
CCCCN(C)CCn1c(=S)[nH]c2cc(OCC)c(OCC)cc2c1=O,-2,102,1,6,32,1,-32,1.1,4,5
Cc1cccc(C)c1N1C(=O)CC(N(O)c2ccccc2)C1=O (centres undefined),-5,92,1,-2,3,1,-3,1.2,0,-1
Cc1sc2ncnc(SCC(=O)NNC(=O)c3ccco3)c2c1C,2,94,0.9,-4,16,1,-16,1.1,8,-3
O=C(O)CN1C(=O)/C(=C/c2ccsc2)SC1=S,4,96,1,1,-12,1,12,0.93,-3,-6
COc1ccc(/C=N/NC(=O)c2nc(-c3ccccc3)cc(-c3ccccc3)n2)cc1,11,120,0.8,-8,2,0.9,-2,0.43,20,-4
COc1cc(/C=N/NC(=O)c2cc(C)oc2C)ccc1O,5,99,1,4,-4,1,4,1.1,3,-4
COCCOC(=O)c1ccc(NC(=O)COc2ccc([N+](=O)[O-])cc2)cc1,-3,100,1,1,0,1,0,0.76,0,6

# Looked up above.
# COCCOC(=O)c1ccc(NC(=O)COc2ccc([N+](=O)[O-])cc2)cc1 in G6PDH CS shows 1
# CCCCN(C)CCn1c(=S)[nH]c2cc(OCC)c(OCC)cc2c1=O in FLuc act counter shows 1

# APP 5UTR inh: entries above that show a hit.
canonical_smiles,STAT1 act,APP 5'UTR act,APP 5UTR inh,NF-kB neuron act,TLR4-MyD88 BLA
Cc1ccc(NC(=O)CSc2nc3ccccc3c3nc4ccccc4n23)cc1,107,-51,51*,1.4,2

# Back to the main list with the 6 entries that preceded the break.
smiles,FLuc inh counter,STAT1 act,Diaph act CS,G6PDH CS,APP 5'UTR act,FLuc act counter,APP 5UTR inh,NF-kB neuron act,Diaphorase inh,TLR4-MyD88 BLA
Cc1cccc(C)c1N1C(=O)CC(N(O)c2ccccc2)C1=O (centres undefined),-5,92,1,-2,3,1,-3,1.2,0,-1
Cc1sc2ncnc(SCC(=O)NNC(=O)c3ccco3)c2c1C,2,94,0.9,-4,16,1,-16,1.1,8,-3
O=C(O)CN1C(=O)/C(=C/c2ccsc2)SC1=S,4,96,1,1,-12,1,12,0.93,-3,-6
COc1ccc(/C=N/NC(=O)c2nc(-c3ccccc3)cc(-c3ccccc3)n2)cc1,11,120,0.8,-8,2,0.9,-2,0.43,20,-4
COc1cc(/C=N/NC(=O)c2cc(C)oc2C)ccc1O,5,99,1,4,-4,1,4,1.1,3,-4
COCCOC(=O)c1ccc(NC(=O)COc2ccc([N+](=O)[O-])cc2)cc1,-3,100,1,1,0,1,0,0.76,0,6
Cc1nc(-n2cc(F)c(=O)[nH]c2=O)c2nc(C)oc2n1,-2,99,1,-11,-14,1,14,1,3,8
Cc1cccc(N2CC(C(=O)OCC(=O)c3ccc(OC(=O)c4cccs4)cc3)CC2=O)c1C (centres undefined),-6,99,0.7,-54,7,1.1,-7,1.4,29,6
Cc1cccc(NC(=S)NCc2ccc3c(c2)OCO3)c1C,-6,92,0.8,1,17,1.1,-16,1,23,-2
CCOc1ccc(C2=NNC(c3cccs3)=Nc3ccc(OC)cc32)cc1OCC,-6,89,0.8,-1,11,1.1,-11,2.7,24,0
O=C(NNC(=S)Nc1ccccc1Cl)C1CC1,-4,88,0.8,21,-4,1,4,1.1,21,6
COc1ccc(-n2c(C)cc(/C=C3\SC(=S)N(Cc4ccco4)C3=O)c2C)cc1,0,98,0.8,-12,7,1,-7,1.1,17,-9
CCNC(=S)N=Nc1c(O)n(Cc2ccc(Cl)cc2)c2ccccc12,-1,104,0.8,1,0,1,0,0.87,16,2
O=C(C1=NN(c2ccccc2)C2C(=O)N(c3cccc(Cl)c3)C(=O)C12)c1ccccc1 (centres undefined),-5,94,0.8,9,13,1,-13,0.86,24,46*
c1ccc(C2(c3ccccc3)OCC(Cn3cncn3)O2)cc1 (centres undefined),-2,95,1,2,4,1,-4,1.5,3,2
Cc1ccccc1NC(NC(=O)OCCn1c([N+](=O)[O-])cnc1C)C(Cl)(Cl)Cl (centres undefined),-1,101,1,0,1,1,-1,1.3,5,4
CCOC(=O)c1c(C)c(C(=O)NCCCN2CCCC2=O)c(C)n1CC,-8,107,0.9,-6,1,1.1,-1,0.9,9,5
CCc1ccc(-c2nc(CN3CCC(C(=O)NCCN(CC)c4ccccc4)CC3)c(C)o2)cc1,-10,99,1,0,-13,1.1,13,0.63,-2,1
O=[N+]([O-])c1cc(S(=O)(=O)Nc2ccccc2)ccc1NCc1cccnc1,-18,96,0.8,-13,25,1.2,-25,1.2,15,-8
COC(=O)C1=C(C)N(C)C(=S)NC1c1ccccc1 (centres undefined),3,100,1,11,-17,1,17,0.96,4,1
Cc1ccc(N2C(=O)C3N=NN(CC(=O)N4N=C(c5cccc6ccccc56)CC4c4ccccc4)C3C2=O)cc1 (centres undefined),-7,101,1,-1,-6,1.1,6,1.2,3,1
CC(=O)N1C(=O)N(C)C2C1N(C)C(=O)N2C(C)=O (centres undefined),1,106,1,-3,-8,1,8,1.2,4,6
CN(C)/C=C/C(=O)c1cnc(-c2ccccc2)s1,39,131*,0.9,3,102,0.6,-102,3.8*,10,19
Fc1ccc(NC(=S)Nc2ccc(F)c(Cl)c2)cc1Cl,-9,86,0.9,11,x,1.1,x,0.62,14,-9
Cc1cc(C(=O)CSc2nnc(Cc3ccccc3)o2)c(C)n1Cc1ccc2c(c1)OCO2,6,105,1,-45,-12,0.9,12,1.4,4,0
COC(=O)c1ccccc1NC(=O)Cn1c(CCC(=O)O)ccc1-c1cccs1,-5,98,0.9,10,-6,1.1,6,1.1,14,6
O=C(Cc1cccs1)NCc1ccccc1F,3,109,0.8,-14,2,1,-2,1.3,19,-12
COc1cccc(-n2nnc3c(=O)n(Cc4cccc(F)c4)cnc32)c1,-4,98,0.9,0,25,1,-25,1,10,7
COc1cc(NC(=O)CN2C(=O)NC(C)(c3ccc4ccccc4c3)C2=O)c(C)cc1[N+](=O)[O-] (centres undefined),-5,104,0.7,-11,19,1,-19,0.66,26,14
O=C(Cn1cnc([N+](=O)[O-])c1)NCc1ccc(F)cc1,-2,104,0.8,1,9,1,-9,1.1,17,5
O=C(NCc1cccs1)c1cc(S(=O)(=O)N2CCCCC2)ccc1Cl,-2,99,1.1,16,-11,1,11,1.1,-6,6
C/C(=C\C(=O)N1CCc2ccccc21)C(=O)O,-4,94,1,9,-11,1,11,1.1,3,7
COC(=O)CCc1sc(Nc2ccccc2)nc1-c1ccc(OC)cc1,-3,138*,0.7,-24,44,1,-44,0.96,28,-10
COc1ccc(/C=C2\SC(=O)N(CC(=O)NNC(=O)c3ccccc3O)C2=O)cc1,0,100,1,0,0,1,0,1.2,0,6
